High-throughput results: PubChem, several laboratories
ADAM10 inh = ADAM10 inhibition, QFRET primary screen. actives 0.62% (n = 370,000). inhibition, % at 7 µM. recombinant ADAM10, EDANS/DABCYL FRET peptide cleavage, 3 h;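 active means inhibition above a per-campaign cutoff equal to the mean of compounds falling between control-based bounds plus 3 SD, cut at about 20% in these data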;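 further: 0% = DMSO wells while the 100% control is not disclosed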
DAX1 inh-1 = inhibitors of human orphan nuclear receptor DAX1 (NR0B1); P51843; HEK293 Gal4-DAX1 luciferase reporter, luminescence; inhibition, % at 6.75 µM; actives 0.99% (n = 340,000); AID 504766;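 active means inhibition above the mean over all tested compounds plus 3 SD, cut at about 4.2% in these data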;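 further: 0% = DAX1-transfected cells with DMSO and 100% = empty-vector control cells with DMSO; inhibition shows as a rise in luminescence from relieved DAX1 repression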
Target sequence (P51843 207-470 limits assumed): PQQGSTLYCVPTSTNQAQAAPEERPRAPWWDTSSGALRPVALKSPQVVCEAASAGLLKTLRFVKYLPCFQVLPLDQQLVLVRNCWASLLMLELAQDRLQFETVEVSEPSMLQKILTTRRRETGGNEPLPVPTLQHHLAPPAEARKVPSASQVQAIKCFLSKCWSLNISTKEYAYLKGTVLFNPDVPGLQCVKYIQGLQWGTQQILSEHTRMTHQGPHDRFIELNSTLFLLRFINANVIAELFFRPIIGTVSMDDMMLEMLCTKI
HGIII-sPLA2 inh = Inhibits HGIII-sPLA2 liposome hydrolysis, primary screen; QFRET BODIPY PC-A2 liposome hydrolysis, fluorescence; inhibition, % at 12.2 µM; actives 0.56% (n = 370,000);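 active means inhibition above mean plus 3 SD of compounds lying within the high and low control bounds, cut at about 19% in these data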;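 further: 0% = median of test compound wells and 100% = no enzyme DMSO wells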
Target sequence (Q9NZ20 whole entry, looked up): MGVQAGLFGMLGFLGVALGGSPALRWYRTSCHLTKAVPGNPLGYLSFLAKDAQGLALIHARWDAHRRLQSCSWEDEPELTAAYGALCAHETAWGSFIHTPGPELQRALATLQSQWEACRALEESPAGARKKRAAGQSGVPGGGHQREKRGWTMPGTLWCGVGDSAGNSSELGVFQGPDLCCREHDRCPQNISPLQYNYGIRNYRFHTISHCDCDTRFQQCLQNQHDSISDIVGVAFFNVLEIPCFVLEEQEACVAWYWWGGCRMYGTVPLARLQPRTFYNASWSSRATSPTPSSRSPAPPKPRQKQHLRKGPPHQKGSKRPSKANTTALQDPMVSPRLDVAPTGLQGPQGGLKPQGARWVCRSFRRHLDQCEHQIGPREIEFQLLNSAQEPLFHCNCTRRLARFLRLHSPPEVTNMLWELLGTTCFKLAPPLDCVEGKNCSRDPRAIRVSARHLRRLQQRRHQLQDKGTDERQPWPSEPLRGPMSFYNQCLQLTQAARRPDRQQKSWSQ
GC-B act = GC-B (human) receptor activation. P20594. HEK293-GC-B cells, CNP EC30, cGMP TR-FRET; 0% at EC30 CNP, 100% saturating CNP. activation, % at 10 µM. actives 0.11% (n = 370,000);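 active means activation at 10 µM reaching about 35% in either raw or pattern-adjusted values, limit read from the data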
FXN GAA850 act = activators of GAA850 frataxin (FXN) promoter. activation, % at 6 µM. AID 540364. actives 0.56% (n = 360,000). HEK293 lucGAA850 FXN promoter luciferase reporter, 24 h; percent of 10 µM SAHA response;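 active means activation above the average of all compounds screened plus 3 SD, cutoff fixed separately per campaign, cut at about 7.5% in these data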;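 further: 0% = DMSO wells and 100% = 10 µM SAHA wells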
DAX1 inh-2 = blocks DAX1 repression of SF-1 activated StAR promoter; actives 1.1% (n = 370,000); HEK293T StAR-luciferase reporter, SF-1/DAX-1 repression relief; AID 652010; inhibition, % at 6.8 µM;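 active means inhibition above the mean over all tested compounds plus 3 SD, cut at about 3.6% in these data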;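 further: 0% = DAX-1 cells with DMSO and 100% = cells lacking DAX-1 with DMSO; higher inhibition means more luminescence from relief of DAX-1 repression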
SMARCA2 activ = increases SMARCA2 function in MMTV reporter cells; MG213 cells, MMTV-luciferase reporter, dexamethasone, overnight; actives 1% (n = 370,000); activation, % at 9.1 µM; AID 652017; in the data active means activation above about 7.8%;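 further: 0% = vehicle wells and 100% = reference activator wells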
hgDAF-12 ag = activates the H. glycines DAF-12 receptor ligand-binding domain. HEK293 GAL4-hgDAF12 UAS-luciferase reporter, agonist luminescence; normalized to butyrate control. activation, % at 6.8 µM. actives 1.8% (n = 370,000);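 active means activation above a cutoff set at the mean of all screened compounds plus 3 SD, cut at about 10% in these data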;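 further: 0% = DMSO wells and 100% = sodium butyrate wells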
hcDAF12 agonist = activators of H. contortus DAF-12 nuclear receptor. activation, % at 6.8 µM. HEK293 hcDAF-12 lit1-tk-luc reporter, luminescence; 0% DMSO, 100% Δ7-dafachronic acid. AID 652067. actives 1.4% (n = 370,000);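 active means activation above the mean of all tested compounds plus 3 SD, cut at about 5.5% in these data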;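 further: 100% = response to 3 µM Δ7-dafachronic acid high control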
GC-A act = GC-A (human) enzyme activation | HEK293 GC-A cells, cGMP TR-FRET, EC30 ANP; 0% at EC30 ANP, 100% saturating ANP | activation, % at 10 µM | actives 0.14% (n = 370,000); in the data active means activation above about 40%
ssDAF12 agonist = S. stercoralis DAF-12 activation, primary screen; HEK293 ssDAF-12/GRIP1 lit1-tk-luc reporter, luminescence; % of 3 µM dafachronic acid response; activation, % at 6.8 µM; actives 1% (n = 370,000); AID 652126;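 active means activation above the mean over all tested compounds plus 3 SD, cut at about 0.9% in these data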;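 further: 0% = DMSO-only wells and 100% = 3 µM delta7-dafachronic acid wells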
* hit, by the source's call.

For S=c1[nH]nc(COc2ccc(Cl)cc2)o1 the results were ADAM10 inh -3, DAX1 inh-1 0.0, HGIII-sPLA2 inh 16, GC-B act -1, FXN GAA850 act -2.3, DAX1 inh-2 -1.4, SMARCA2 activ -3, hgDAF-12 ag -2.6, hcDAF12 agonist -2.1, GC-A act 5 and ssDAF12 agonist -2.0.
CSCCC(=O)N1CCN(CC(=O)N2CCCC2)CC1 was read as ADAM10 inh 5, DAX1 inh-1 -0.6, HGIII-sPLA2 inh -2, GC-B act -2, FXN GAA850 act -3.2, DAX1 inh-2 0.1, SMARCA2 activ -1, hgDAF-12 ag 1.2, hcDAF12 agonist 1.9, GC-A act 0 and ssDAF12 agonist 0.2.
For O=P(CCCO)(Cc1ccccc1)Cc1ccccc1 the results were ADAM10 inh 9, DAX1 inh-1 0.6, HGIII-sPLA2 inh -2, GC-B act -4, FXN GAA850 act 0.3, DAX1 inh-2 0.4, SMARCA2 activ -2, hgDAF-12 ag 0.4, hcDAF12 agonist 0.2, GC-A act 0 and ssDAF12 agonist -0.7.
For CCOC(=O)C1=CCN(S(=O)(=O)c2ccc(Br)cc2)C1c1ccc(C)cc1 (configuration not stated) the results were ADAM10 inh -10, HGIII-sPLA2 inh 0, GC-B act -10, DAX1 inh-2 -0.8, SMARCA2 activ -4, hgDAF-12 ag -2.3, hcDAF12 agonist -1.4, GC-A act -7 and ssDAF12 agonist -1.7.
Screening Cc1cc(-c2nc(C)c(C(=O)NNS(=O)(=O)c3ccc(Cl)cc3Cl)s2)no1 returned ADAM10 inh -6, DAX1 inh-1 1.5, HGIII-sPLA2 inh -7, GC-B act 3, FXN GAA850 act -0.9, DAX1 inh-2 0.4, SMARCA2 activ -2, hgDAF-12 ag 0.7, hcDAF12 agonist -0.1, GC-A act 5 and ssDAF12 agonist -1.2.
For Cn1c(Cc2cccs2)nnc1SCC(=O)Nc1ccc2c(c1)OCCO2 the results were ADAM10 inh -2, HGIII-sPLA2 inh 1, GC-B act 5, DAX1 inh-2 -0.5, SMARCA2 activ -2, hgDAF-12 ag 1.6, hcDAF12 agonist -0.7, GC-A act 0 and ssDAF12 agonist -0.8.
For CCOC(=O)C1CCCN(C(=O)c2cc(S(=O)(=O)Nc3ccccc3OC)ccc2C)C1 (configuration not stated) the results were ADAM10 inh 2, DAX1 inh-1 -0.9, HGIII-sPLA2 inh -2, GC-B act 3, FXN GAA850 act -1.3, DAX1 inh-2 -0.1, SMARCA2 activ -3, hgDAF-12 ag 0.0, hcDAF12 agonist -0.1, GC-A act -2 and ssDAF12 agonist -1.1.
Screening COC(=O)C1=C(C)N(Cc2ccccc2C(F)(F)F)C(=NCc2ccc(OC)cc2)NC1c1ccccc1 (configuration not stated) returned ADAM10 inh -3, HGIII-sPLA2 inh -8, GC-B act -17, DAX1 inh-2 -0.6, SMARCA2 activ 1, hgDAF-12 ag 1.2, hcDAF12 agonist 4.1, GC-A act -23 and ssDAF12 agonist -0.7.
Screening CCOc1cc(N2CCOCC2)c(OCC)cc1NC(=O)C(C)Oc1ccccc1 (configuration not stated) returned ADAM10 inh 8, DAX1 inh-1 -2.0, HGIII-sPLA2 inh 11, GC-B act 18, FXN GAA850 act 0.7, DAX1 inh-2 0.0, SMARCA2 activ 0, hgDAF-12 ag -1.8, hcDAF12 agonist -2.2, GC-A act 12 and ssDAF12 agonist -1.1.
COC(=O)c1[nH]c2ccc(C)cc2c1NC(=O)CN1CCC(C)CC1 was read as ADAM10 inh -63, DAX1 inh-1 -0.3, HGIII-sPLA2 inh 2, GC-B act 1, FXN GAA850 act 1.7, DAX1 inh-2 -1.6, SMARCA2 activ -3, hgDAF-12 ag -2.3, hcDAF12 agonist -2.1, GC-A act 1 and ssDAF12 agonist -0.6.
`Cn1cnnc1SCC(=O)NCCC1=CCCCC1` gave ADAM10 inh -2, DAX1 inh-1 1.4, HGIII-sPLA2 inh 2, GC-B act 2, FXN GAA850 act 3.5, DAX1 inh-2 -0.7, SMARCA2 activ -1, hgDAF-12 ag 4.0, hcDAF12 agonist 0.2, GC-A act -4 and ssDAF12 agonist -1.6.
For Fc1ccccc1CNc1ccc(Cl)c(Cl)c1 the results were ADAM10 inh -1, DAX1 inh-1 0.3, HGIII-sPLA2 inh -2, GC-B act -1, FXN GAA850 act 3.5, DAX1 inh-2 -0.2, SMARCA2 activ -2, hgDAF-12 ag 3.0, hcDAF12 agonist -0.4, GC-A act 7 and ssDAF12 agonist -1.4.
For CC(=O)N1CCN(c2ccc(NC(=O)c3cc(Cl)ccc3Cl)cc2)CC1 the results were ADAM10 inh 2, DAX1 inh-1 0.5, HGIII-sPLA2 inh 1, GC-B act 1, FXN GAA850 act -0.8, DAX1 inh-2 -0.9, SMARCA2 activ 2, hgDAF-12 ag -1.7, hcDAF12 agonist -2.8, GC-A act 1 and ssDAF12 agonist -1.5.
For Cc1ccc(C(c2nnnn2Cc2cccs2)N2CCN(C(=O)c3ccco3)CC2)cc1 (configuration not stated) the results were ADAM10 inh 3, DAX1 inh-1 -0.2, HGIII-sPLA2 inh -17, GC-B act -2, FXN GAA850 act 1.3, DAX1 inh-2 -1.2, SMARCA2 activ -2, hgDAF-12 ag -0.9, hcDAF12 agonist -1.0, GC-A act -6 and ssDAF12 agonist -1.1.
`COc1ccc(CNC(=O)C2CCCN(S(=O)(=O)c3cnc[nH]3)C2)cc1` (configuration not stated) gave ADAM10 inh -17, DAX1 inh-1 2.6, HGIII-sPLA2 inh 2, GC-B act -2, FXN GAA850 act -0.5, DAX1 inh-2 -1.1, SMARCA2 activ 3, hgDAF-12 ag 1.3, hcDAF12 agonist 0.0, GC-A act 7 and ssDAF12 agonist -0.2.
For COc1cc2sc3cc(NCCCN4CCOCC4)ccc3c(=O)c2cc1OC the results were ADAM10 inh inactive, DAX1 inh-1 -0.5, HGIII-sPLA2 inh -17, GC-B act 9, FXN GAA850 act 9.8*, DAX1 inh-2 -0.2, SMARCA2 activ 7, hgDAF-12 ag 3.0, hcDAF12 agonist 1.7, GC-A act 3 and ssDAF12 agonist -0.3.
Screening COC(=O)N(NC(=O)C(O)(C(C)C)C(C)C)c1ccccc1 returned ADAM10 inh -1, DAX1 inh-1 3.6, HGIII-sPLA2 inh 4, GC-B act -2, FXN GAA850 act 0.4, DAX1 inh-2 -0.3, SMARCA2 activ -1, hgDAF-12 ag 1.4, hcDAF12 agonist 1.4, GC-A act -2 and ssDAF12 agonist -1.2.
Screening CC(=O)Nc1ccc(S(=O)(=O)NC2CC(=O)N(c3ccc(C)c(C)c3)C2)cc1 (configuration not stated) returned ADAM10 inh 8, DAX1 inh-1 -1.0, HGIII-sPLA2 inh -12, GC-B act 5, FXN GAA850 act -0.3, DAX1 inh-2 0.6, SMARCA2 activ -2, hgDAF-12 ag -0.7, hcDAF12 agonist -0.1, GC-A act -4 and ssDAF12 agonist -1.3.
CSCCC(NS(=O)(=O)c1ccccc1F)C(=O)NCCCn1nc(C)cc1C (configuration not stated) was read as ADAM10 inh -13, DAX1 inh-1 1.3, HGIII-sPLA2 inh 7, GC-B act 2, FXN GAA850 act 1.2, DAX1 inh-2 -0.1, SMARCA2 activ -3, hgDAF-12 ag 4.1, hcDAF12 agonist 0.8, GC-A act 3 and ssDAF12 agonist -1.1.
Screening CC(=O)Nc1ccc(NC(=O)CC2SC(=O)N(CC(=O)c3ccccc3)C2=O)cc1 (configuration not stated) returned ADAM10 inh -10, DAX1 inh-1 0.3, HGIII-sPLA2 inh -13, GC-B act -2, FXN GAA850 act 1.2, DAX1 inh-2 -0.1, SMARCA2 activ 0, hgDAF-12 ag -0.7, hcDAF12 agonist -2.6, GC-A act 7 and ssDAF12 agonist -1.4.
Screening Clc1cccc(-c2ccc3nccn3c2)c1Cl returned ADAM10 inh -1, HGIII-sPLA2 inh 8, GC-B act -6, FXN GAA850 act 3.6, DAX1 inh-2 0.6, SMARCA2 activ -7, hgDAF-12 ag -2.3, hcDAF12 agonist -1.4, GC-A act -19 and ssDAF12 agonist -1.6.
O=C(COc1coc(CN2CCN(c3ccccc3)CC2)cc1=O)Nc1ccccc1 was read as ADAM10 inh -3, DAX1 inh-1 0.2, HGIII-sPLA2 inh 10, GC-B act 0, FXN GAA850 act 0.3, DAX1 inh-2 0.2, SMARCA2 activ -2, hgDAF-12 ag 0.1, hcDAF12 agonist -0.3, GC-A act 0 and ssDAF12 agonist -0.3.
Screening Cc1cc(/C=N/NC(=O)c2cccc([N+](=O)[O-])c2)c(C)n1-c1ccc(Cl)cc1Cl returned ADAM10 inh 10, DAX1 inh-1 -2.8, HGIII-sPLA2 inh -10, GC-B act -18, FXN GAA850 act -2.0, DAX1 inh-2 -1.4, SMARCA2 activ 1, hgDAF-12 ag 1.4, hcDAF12 agonist -0.1, GC-A act 3 and ssDAF12 agonist -0.4.
For COc1ccccc1NC(=O)CSc1ccc2nnc(CCNC(=O)c3ccccc3)n2n1 the results were ADAM10 inh -4, DAX1 inh-1 0.2, HGIII-sPLA2 inh 1, GC-B act -10, FXN GAA850 act 1.4, DAX1 inh-2 2.5, SMARCA2 activ 1, hgDAF-12 ag -3.4, hcDAF12 agonist -0.3, GC-A act 0 and ssDAF12 agonist -0.3.
`O=C(NCC1CCOCC1)c1ccc2nc(Cc3cccc(Cl)c3)oc2c1` gave ADAM10 inh -4, DAX1 inh-1 -0.1, HGIII-sPLA2 inh -10, GC-B act 0, FXN GAA850 act 0.9, DAX1 inh-2 1.2, SMARCA2 activ 3, hgDAF-12 ag 4.8, hcDAF12 agonist 1.3, GC-A act -1 and ssDAF12 agonist -0.3.
Screening CC1(C)CC[C@]2(C(=O)O)CC[C@]3(C)C(=CC[C@@H]4[C@@]5(C)CC[C@H](O[C@@H]6O[C@H](C(=O)O)[C@@H](O)[C@H](O[C@@H]7OC[C@H](O)[C@H](O)[C@H]7O)[C@H]6O)C(C)(C)[C@@H]5CC[C@]43C)[C@@H]2C1 returned ADAM10 inh 3, DAX1 inh-1 1.6, HGIII-sPLA2 inh 7, GC-B act 0, FXN GAA850 act 2.1, DAX1 inh-2 -0.6, SMARCA2 activ 4, hgDAF-12 ag -3.2, hcDAF12 agonist -1.2, GC-A act -4 and ssDAF12 agonist -1.5.
`CCOc1cc(-c2ccccc2)nc2c1CN(S(=O)(=O)c1ccc(C)cc1)C(c1cccc(Cl)c1)C2` (configuration not stated) gave ADAM10 inh -1, HGIII-sPLA2 inh -1, GC-B act 1, DAX1 inh-2 0.6, SMARCA2 activ 1, hgDAF-12 ag 1.8, hcDAF12 agonist 2.8, GC-A act 1 and ssDAF12 agonist -1.1.
`Cc1cc(C)c2c(N)c(C(=O)NC3CC3)sc2n1` gave ADAM10 inh -203, DAX1 inh-1 0.4, HGIII-sPLA2 inh 10, GC-B act 6, FXN GAA850 act -2.3, DAX1 inh-2 -0.7, SMARCA2 activ 1, hgDAF-12 ag 0.5, hcDAF12 agonist -1.7, GC-A act 3 and ssDAF12 agonist -1.2.
CN(C)/N=C/c1ccc(P(c2ccc(/C=N/N(C)C)o2)c2ccc(/C=N/N(C)C)o2)o1 was read as ADAM10 inh 5, HGIII-sPLA2 inh 17, GC-B act -6, FXN GAA850 act 0.1, DAX1 inh-2 0.4, SMARCA2 activ 1, hgDAF-12 ag -0.6, hcDAF12 agonist -0.2, GC-A act 1 and ssDAF12 agonist -1.3.
